Compound activity deposited in PubChem by National Center for Advancing Translational Sciences (NCATS).
Epigenetic reg = regulators of epigenetic silencing causing reporter derepression in mouse cells | AID 1865 | murine LDR cells, GFP reporter derepression, 30 h | actives 0.2% (n = 280,000) | Potency, µM (titrated, usually from 53.9 µM), for inactives: top-dose GFP activation, actives largely listed as activators; note: % of control where 0% means no effect; nearly all actives have a fitted effect of over 60% in size
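GFP-positive cell count by laser-scanning cytometry (objects 20–120 um) after 30 h, 37 C compound exposure of murine LDR cells; reporter is CMV-GFP integrated at a silenced locus, inducible by HDAC or DNMT inhibitors.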
RECQ1 helicase = inhibitors of human RECQ1 DNA helicase. Potency, µM (highest dose often 57.3 µM), inactives show at the top dose activity, negative = inhibition, hits mostly inhibitors. AID 2549. RECQ1 DNA unwinding, red fluorescence kinetic read. actives 0.54% (n = 240,000). P46063;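 note: plate controls were vehicle for no effect and no enzyme for full effect; nearly all actives have a fitted effect of over 30% in size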
Target sequence (P46063 whole entry, looked up): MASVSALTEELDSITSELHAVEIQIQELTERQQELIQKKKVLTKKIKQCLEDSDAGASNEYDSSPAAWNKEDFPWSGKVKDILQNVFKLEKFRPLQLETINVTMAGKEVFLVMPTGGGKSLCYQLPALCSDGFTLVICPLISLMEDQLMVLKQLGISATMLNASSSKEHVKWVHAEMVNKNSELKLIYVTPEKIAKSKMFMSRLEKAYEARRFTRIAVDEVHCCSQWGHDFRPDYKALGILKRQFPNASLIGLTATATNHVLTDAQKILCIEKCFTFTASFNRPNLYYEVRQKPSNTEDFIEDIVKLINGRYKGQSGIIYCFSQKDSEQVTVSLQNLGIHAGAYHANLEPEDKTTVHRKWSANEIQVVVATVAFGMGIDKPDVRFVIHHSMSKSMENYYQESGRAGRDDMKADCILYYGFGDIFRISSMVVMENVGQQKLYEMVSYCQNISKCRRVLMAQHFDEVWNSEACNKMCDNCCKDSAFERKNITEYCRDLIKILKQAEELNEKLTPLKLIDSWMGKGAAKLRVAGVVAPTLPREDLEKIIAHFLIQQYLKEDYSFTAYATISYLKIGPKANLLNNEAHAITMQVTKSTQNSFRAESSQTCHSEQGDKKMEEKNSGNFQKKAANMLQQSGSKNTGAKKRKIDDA
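RECQ1T1 50 nM; forked duplex (20 bp + 30-nt ss tails) 200 nM, ATP 2 mM final; pH 8.0, 2 mM MgCl2, 2.5 ug/ml poly(dI-dC); 15 min compound preincubation; discontinuous kinetic read over 2 h at RT.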
KDM4E inh = blocks human JMJD2E demethylase activity; B2RXH2; JMJD2E catalytic domain, FDH-coupled NADH fluorescence (FDH is formaldehyde dehydrogenase); Potency, µM (highest dose often 57.1 µM), inactives show at the top dose activity change, negative = inhibition, usual class: inhibitors; actives 1.6% (n = 230,000); AID 2147; active = well fitted inhibition curve with a large enough effect, not every such curve was filed as active; inconclusive = small, poorly fitted or top-dose-only effect, or another doubt; inactive = no such curve, though single readings can be large or run the other way;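 note: 0% = wells with enzyme and -100% = buffer wells without enzyme; nearly all actives have a fitted effect of over 50% in size; many of its hits are not listed in these tables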
IMPase Li inh = cell-permeable IMPase inhibitors with lithium potentiation. Potency, µM (series often up to 59.4 µM), for inactives: top-dose activity, negative = IMPase inhibition, most hits filed as inhibitors. actives 0.35% (n = 210,000). CHO-M1 cells, IP1 TR-FRET (IP-One), carbachol + lithium;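 note: IP1 builds up when IMPase is blocked and the TR-FRET signal falls; plate controls were basal vehicle for no effect and high inhibitor control for full effect; nearly all actives have a fitted effect of over 50% in size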
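CHO cells stably expressing M1 receptor (2000/well) were cultured 16–30 h, then exposed to compounds with a small lithium addition for 30 min at 37C. IP1 was measured by TR-FRET competition; AC50 from Hill fits.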
GoLoco inh red = RGS12 GoLoco-Gai1 interaction inhibition; P63096; Gai1:RGS12 GoLoco peptide FP, rhodamine, 10 min; AID 880; Potency, µM (titrated, usually from 61.6 µM), for the others: at the highest dose activity, negative = inhibition, actives largely listed as inhibitors; actives 0.44% (n = 230,000); active = well fitted inhibition curve with a large enough effect, not every such curve was filed as active; inactive = no such curve, though single readings can be large or run the other way; note: % is set by controls: 0 for no effect and ±100 for the full control effect; nearly all actives have a fitted effect of over 30% in size; many of its hits are not listed in these tables
KinaseGlo FLuc = blocks Kinase-Glo luciferase, a counter-screen artifact. Q27757. Kinase-Glo luciferase, ATP luminescence, 8 min. Potency, µM (titrated, usually from 38.3 µM), for the others: at the top dose activity change, negative = inhibition, hits mostly inhibitors. actives 0.28% (n = 200,000); note: % is set by controls: 0 for no effect and ±100 for the full control effect; nearly all actives have a fitted effect of over 60% in size
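Luminescence was the read-out, taken after 8-minute incubation at ambient temperature. Luciferase turned over luciferin with 10 uM ATP in imidazole pH 7.2 buffer containing KCl, MgCl2, Tween 20 and BSA.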
NPSR antagonist = neuropeptide S receptor (human) antagonism, cAMP. Q6W5P4. Potency, µM (series often up to 38.3 µM), without a hit: at the highest dose activity change, negative = inhibition, actives largely listed as inhibitors. CHO-NPSR cells, cAMP TR-FRET, antagonist mode. actives 1% (n = 220,000); note: % is set by controls: 0 for no effect and ±100 for the full control effect; nearly all actives have a fitted effect of over 50% in size; many of its hits are not listed in these tables
Target sequence (Q6W5P4 whole entry, looked up): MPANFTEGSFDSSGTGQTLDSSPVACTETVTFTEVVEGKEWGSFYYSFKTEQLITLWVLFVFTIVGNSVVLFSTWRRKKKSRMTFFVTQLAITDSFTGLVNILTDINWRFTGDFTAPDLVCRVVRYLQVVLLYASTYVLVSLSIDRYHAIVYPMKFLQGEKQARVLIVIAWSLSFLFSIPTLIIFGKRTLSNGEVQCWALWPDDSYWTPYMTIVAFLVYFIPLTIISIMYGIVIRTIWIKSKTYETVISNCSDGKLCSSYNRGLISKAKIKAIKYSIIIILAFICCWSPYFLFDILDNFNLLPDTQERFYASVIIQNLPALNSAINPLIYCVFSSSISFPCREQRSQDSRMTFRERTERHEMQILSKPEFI
SMN2 splice enh = increases expression of the SMN2 splice variant | HEK293 SMN2-luciferase splicing reporter, luminescence, 30-36 h | Potency, µM (top dose mostly 46.1 µM), for inactives: at the highest dose activity change, positive = activation, hits mostly activators | actives 2.8% (n = 210,000); note: % of control where 0% means no effect; nearly all actives have a fitted effect of over 55% in size
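HEK293 cells carry an SMN2 […]–luciferase reporter in which exon 7 inclusion puts luciferase in frame. Cells were plated 10-12 h before compound addition, then incubated 30-36 h at 37C. ONE-Glo luminescence was read; sodium butyrate at 4.5 mM final served as control.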
Starred values were filed as active, the others as inactive; i = inactive; ? = inconclusive; · = no result given; & = joins results of further samples; [ ] = remark or other dose. Unless noted, calls come from the whole dose curve; as a rule, active = well fitted curve in the direction sought with a large enough effect; inconclusive = small, poorly fitted or top-dose-only effect, or another doubt; inactive = no such curve, though single readings can be large; an effect the other way counts as inactive or inconclusive. Potency is the fitted concentration of half-maximal effect. This is a subset (hit frequency here may not be typical).

SMILES	Epigenetic reg	RECQ1 helicase	KDM4E inh	IMPase Li inh	GoLoco inh red	KinaseGlo FLuc	NPSR antagonist	SMN2 splice enh
O=C1CCCc2c1[nH]c1ccc(Br)cc21	-0.2%	-8%	2%	-24%[38.3 µM]	-6%	-3%	-18%[46.1 µM]	-1%
CCOc1ccc(C(=O)N2CCN(C(=O)c3ccco3)CC2)cc1OCC	-13%	i	-3%	7%[38.3 µM]	-2%	-3%	-5%[46.1 µM]	1%
CCOc1ccc(C(=S)N2CCCC2)cc1OC	1.3%	-3%	2%	3%	0%	1%	12%	-15%
Cn1nc(-c2ccccc2)c(CN2CCN(c3ncccn3)CC2)c1Cl	-0.8%	-2%	6%	10%	-11%	4%	17%	·
Cc1cc(NC(=O)c2c(F)cccc2Cl)n(-c2nc3ccccc3[nH]2)n1	1.9%	-3%	-19%	22%[38.3 µM]	5%	-3%	?	-20%
O=C(CCCOc1ccccc1)Nc1ccc(Cl)cn1	22%	i	7%	-10%	-1%	2%	-22%	4%
CC(=O)NCCn1c(SCC(=O)c2ccc(Cl)cc2)nc2ccccc2c1=O	-1.0%	-3%	-1%	?	3%	3%	-3%[46.1 µM]	-13%
O=C1NCCN1C(=O)c1cccc(Cl)c1	-2.2%	i	0%	-14%[38.3 µM]	-7%	10%	-5%[46.1 µM]	0%
OCC1(Cc2ccc(Cl)cc2)CCN(Cc2ccc(F)c(F)c2)CC1	3.2%	-8%	-3%	·	3%	·	-55%	·
O=C(c1ccc(OC2CCN(CCc3ccccc3)CC2)cc1)N1CCCC(O)C1 (stereo unspecified)	3.8%	0%	6%	19%	10%	-5%	-9%	·
CCc1cc(=O)oc2cc(C)cc(OCC(=O)C(C)(C)C)c12	-4.0%	-5%	?	2%	0%	1%	-23%	-29%
CC(=O)N(CCCCN1C(=O)c2ccccc2C1=O)c1ccc(C)cc1	-2.7%	i	0%	2%[38.3 µM]	2%	-2%	-10%[46.1 µM]	-23%
CCNC(=O)NC(=O)C(C)OC(=O)CCCc1nc2ccccc2s1 (stereo unspecified)	-0.3%	-17%	1%	-6%	-10%	0%	0%	-14%
CO/N=C/c1ccc(N2CCN(C(=O)c3ccc(Cl)cc3Cl)CC2)c([N+](=O)[O-])c1	-1.1%	-9%	-3%	12%[38.3 µM]	-6%	-3%	-27%[46.1 µM]	-63%[inhibitor]
COc1cc(O)cc(O)c1C(=O)/C=C/c1ccccc1	3.4%	i	-5%	9%	6%	·	?	·
COc1ccc(Cc2nnc(NC(=O)C(C)C)s2)cc1	0.0%	-2%	4%	·	0%	·	14%	·
CC(NC(=O)Nc1nnc(C(F)(F)F)s1)(C(F)(F)F)C(F)(F)F	-0.2%	-3%	-2%	6%[38.3 µM]	4%	-1%	10µM*	-45%[inhibitor]
O=C(CSc1nnc(-c2ccncc2)n1Cc1ccccc1)NCCc1ccccc1	-4.4%	i	-3%	-10%[38.3 µM]	-14%	-3%	-8%[46.1 µM]	4%
O=C(Nc1cccc2c1C(=O)NC2=O)c1ccc(N2C(=O)CCC2=O)cc1	2.6%	i	?	?	1%	1%	-23%	-5%
CC(=O)N[C@@H](C=O)[C@@H](O)[C@H](O)[C@H](O)CO	4.9%	-14%	·	-3%	4%	3%[39.9 µM]	·	·

Fetched by structure from the entries so far:
SMILES	Epigenetic reg	RECQ1 helicase	KDM4E inh	IMPase Li inh	GoLoco inh red	KinaseGlo FLuc	NPSR antagonist	SMN2 splice enh
O=C(CCCOc1ccccc1)Nc1ccc(Cl)cn1	22%	i	7%	-10%	-1%	2%	-22%	4%
COc1cc(O)cc(O)c1C(=O)/C=C/c1ccccc1	3.4%	i	-5%	9%	6%	·	?	·

(listing goes on)
SMILES	Epigenetic reg	RECQ1 helicase	KDM4E inh	IMPase Li inh	GoLoco inh red	KinaseGlo FLuc	NPSR antagonist	SMN2 splice enh
Cc1ccc(S(=O)(=O)C2C(=O)NC3(C)CC2c2ccccc2O3)cc1 (stereo unspecified)	0.0%	0%	-2%	8%	3%	0%	-20%[46.1 µM]	3%
CCCn1c(SCc2nc(N)nc(N3CCCCC3)n2)nc2c1c(=O)n(C)c(=O)n2C	0.2%	-3%	2%	2%	1%	-7%	2%	-6%
CCOc1ccc(S(=O)(=O)Nc2nc3cc(OC)ccc3s2)cc1	-0.3%	-6%	-11%	17%[38.3 µM]	4%	-1%	-11%[46.1 µM]	8%
O=C(N/N=C/c1cccc(C(F)(F)F)c1)C1CCN(c2ncc(C(F)(F)F)cc2Cl)CC1	0.0%	-7%	1%	0%[38.3 µM]	1%	-4%	-8%[46.1 µM]	10%
Cc1ccc(-n2cc(CNCC3CC(=O)N(C4CC4)C3)c(-c3cccc(C)c3)n2)cc1 (stereo unspecified)	-0.1%	i	-30%	-2%	12%	·	52%	·
COc1ccccc1OCCn1cc(C#N)c2ccccc21	1.0%	-1%	0%	11%	3%	-1%	-17%	-15%
O=C(CCCO)N/N=C/c1cc(Br)ccc1O	-1.9%	-6%	?	-10%	-3%	1%	-10%	-10%
Cc1c(CN(C)C(=O)CSc2nc(-c3ccco3)cc(C(F)(F)F)n2)cnn1C	-2.5%	-2%	-2%	-2%[38.3 µM]	2%	-7%	-17%[46.1 µM]	-20%
Cc1[nH]ccc(=O)c1OCC(=O)O	-1.0%	i	2%	·	10%	·	7%	·
CCn1ncc(C2=NOC(C(=O)NCc3ccccc3)C2)c1C (stereo unspecified)	0.9%	-17%	1%	11%	-33%	-4%	?	10%
C=CCSc1cc(C)nc2c(-c3ccccc3)cnn12	2.7%	-8%	1%	·	0%	·	14%[7.67 µM]	·
COc1ccc(OC)c(C2C(C#N)=C(N)Oc3c2c(C)nn3-c2ccc(C)cc2)c1 (stereo unspecified)	-1.1%	-7%	-6%	11%[38.3 µM]	2%	2%	-22%[46.1 µM]	-9%
O=C(CCSc1nnc(-c2ccco2)o1)Nc1ccc(F)cc1	-1.1%	i	6%	-22%	-11%	0%	-4%	-1%
O=C(O)c1ccc(NCc2ccc3c(c2)OCO3)cc1	-2.9%	-8%	-2%	-14%[38.3 µM]	2%	-4%	3%[46.1 µM]	17%
CCCSc1nnc(N2C(=O)CC(c3ccsc3)C3=C2CCCC3=O)s1 (stereo unspecified)	-0.8%	i	-9%	22%[38.3 µM]	-4%	2%	4%[46.1 µM]	-11%
Nc1ccc2[nH]ncc2c1	-1.4%	1%	?	4%	4%	0%	-4%	-28%
Cc1ccc(S(=O)(=O)N2CCN(C(C(=O)Nc3ccc(F)cc3)c3ccccc3)CC2)cc1 (stereo unspecified)	0.0%	-2%	2%	-3%	-3%	3%	-18%[46.1 µM]	-12%
Cc1ccccc1OCC(=O)NC(=S)Nc1ccc2c3c(cccc13)CC2	-0.8%	-11%	4%	-3%[38.3 µM]	-11%	18%	29%[46.1 µM]	4%
CN(C)CCCNS(=O)(=O)c1ccc(Cl)s1	4.2%	i	0%	2%	-5%	5%	23%	-9%
O=c1c(-c2ccc3c(c2)OCCO3)coc2c(CN3CCOCC3)c(O)ccc12	0.8%	i	?	-14%[38.3 µM]	-9%	0%	-6%[46.1 µM]	15%
COc1ccc(/C=C/C(=O)c2ccccn2)cc1	2.4%	-24%	?	27%	-10%	4µM*	-4%	8%
CCCCC(=O)c1c(O)c2ccccc2oc1=O	-0.9%	i	-3%	-17%[38.3 µM]	-16%	-3%	-9%[46.1 µM]	-12%
CC(NC(=O)CSc1nnc(-c2cccc(S(=O)(=O)N3CCCCC3)c2)o1)C12CC3CC(CC(C3)C1)C2 (stereo unspecified)	0.1%	-2%	5%	-4%[38.3 µM]	0%	14%	10µM*	-30%
CCN(CC)CCNC(=O)c1cc(Br)c(N)cc1OC	0.0%	-4%	-3%	-4%&7%	1%	-1%	·	-11%
Cc1ccc(-n2c(C)cc(C(=O)CSc3nnnn3C)c2C)cc1	2.4%	-13%	-6%	26%[38.3 µM]	5%	-14%	-16%[46.1 µM]	?
O=S(=O)(c1cccs1)N1CCN(c2ncccn2)CC1	-1.0%	-1%	0%	-2%	4%	1%	-2%[46.1 µM]	15%
Cc1ccc(C(=O)O)cc1-n1c(C)cc(C=O)c1C	1.2%	i	10%	11%	13%	-4%	4%	-18%
NS(=O)(=O)c1cc(C(=O)OCC(=O)Nc2ccccc2[N+](=O)[O-])ccc1Cl	1.1%	-11%	-18%	3%	9%	-1%	4%	4%
CCC(c1nnnn1C(C)(C)CC)N(CCN1CCOCC1)Cc1cc2cc(C)ccc2[nH]c1=O (stereo unspecified)	-0.2%	5%	?	34%[activator][38.3 µM]	-5%	-2%	-21%[46.1 µM]	14%
Cc1nn(-c2ccccc2)c(Cl)c1/C=N/NS(=O)(=O)c1ccc(Br)cc1	-0.8%	-15%	0%	10%	-1%	4%	-27%	-6%
CS(=O)(=O)N(CC(=O)NCc1ccccn1)c1ccc2c(c1)OCCO2	0.9%	-13%	1%	4%	4%	-1%	1%[46.1 µM]	-10%
COC(=O)c1ccc(CO/N=C/c2ccc(OC)cc2)o1	0.9%	i	2%	-8%	-1%	1%	9%	·
Cn1c(SCC(=O)NC2CCCC2)nc2cccnc21	-5.8%	-3%	0%	-6%[38.3 µM]	6%	-5%	6%[46.1 µM]	-8%
Cc1ccc2[nH]c(=O)c(C(c3nnnn3CC3CCCO3)N3CCCc4ccccc43)cc2c1 (stereo unspecified)	0.8%	-6%	-12%	-6%[38.3 µM]	8%	0%	-11%[7.67 µM]	-9%
CC(C)(C)c1cc(C(=O)NNc2cccc(Cl)c2)n(Cc2ccccc2)n1	-1.4%	-24%	-20%	·	8%	·	13%[7.67 µM]	·
Cc1ccc(-n2nnnc2SCC(=O)NCCC2=CCCCC2)c(C)c1	0.3%	-18%	-7%	2%[38.3 µM]	13%	-1%	-3%[7.67 µM]	9%
Clc1ccccc1OCCN1CCCCC1	-5.7%	-16%	-17%	5%	-1%	0%	-7%[46.1 µM]	-1%
Cc1c(C#N)c2ncn(CC#N)c(=O)c2n1-c1ccccc1	0.0%	-1%	5%	4%	-5%	-1%	-1%[46.1 µM]	-6%
